Screens deposited in PubChem by several laboratories.
OPRM1-OPRD1 ag: OPRM1-OPRD1 heterodimerization agonism | P35372+P41143 | cells, luminescence | activation, % at 9.3 µM | 0.3% of 340,000 active | AID 504326; in the data active = activation above about 18%;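 also: 0% = vehicle-treated cells and 100% = reference agonist; values of inactives mirror those of a sister screen read the other way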
Mot1-301 SUMO: blocks SUMOylation pathway, rescuing yeast Mot1-301 growth; 1% of 320,000 active; AID 2716; S. cerevisiae Mot1-301 growth rescue, ATP luminescence, 38.5C; percent above DMSO median, 100 means doubled; growth rescue, % at 18.8 µM;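 active = every valid replicate shows activation above 250% relative to neutral control wells; inactive = the rest, any valid replicate at or below 250%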;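 also: OY570 slx delta 5 strain wells were the positive control but not used for scaling; some compounds called inactive have numbers as strong as hits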
HTR5A inv ctr: inverse agonist of human HTR5A in OPRM1-OPRD1 counter-screen; inhibition, % at 9.3 µM; HTR5A cell line, luminescence, inverse agonism; P47898; AID 504634; 0.083% of 340,000 active; in the data active = inhibition mostly above about 23%, no sharp cut-off; inactive = mostly below about 18%;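 also: 0% = cells with DMSO and 100% = no-cell wells with DMSO; some compounds called inactive have numbers as strong as hits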
Target sequence (P47898 whole entry, looked up): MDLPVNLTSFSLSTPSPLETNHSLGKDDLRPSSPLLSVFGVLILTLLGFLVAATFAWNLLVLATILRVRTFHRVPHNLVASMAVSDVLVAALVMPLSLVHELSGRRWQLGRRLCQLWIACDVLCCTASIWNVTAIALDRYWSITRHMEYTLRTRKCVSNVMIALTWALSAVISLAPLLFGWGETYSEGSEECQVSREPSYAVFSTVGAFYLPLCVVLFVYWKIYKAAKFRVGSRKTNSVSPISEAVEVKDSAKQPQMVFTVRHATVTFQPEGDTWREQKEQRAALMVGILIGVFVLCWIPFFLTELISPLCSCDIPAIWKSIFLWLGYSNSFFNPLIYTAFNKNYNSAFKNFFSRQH
PKA-R2B act: PKA-R2B complex activation; P22694+P31323; AID 504700; activation, % at 11.4 µM; PKA-R2B holoenzyme dissociation, Cy5-IP20 fluorescence polarization; R2B truncated from residue 108, S112A mutant; 0% DMSO only, 100% 113 µM cGMP; 0.079% of 340,000 active;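 active = activation above a cutoff set at the mean over all compounds plus 3 SD, cut at about 18% in these data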;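 also: higher means more holoenzyme dissociation and a rise in polarization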
Target sequence (P31323 whole entry, looked up, other chains not shown, the tested form may be a part): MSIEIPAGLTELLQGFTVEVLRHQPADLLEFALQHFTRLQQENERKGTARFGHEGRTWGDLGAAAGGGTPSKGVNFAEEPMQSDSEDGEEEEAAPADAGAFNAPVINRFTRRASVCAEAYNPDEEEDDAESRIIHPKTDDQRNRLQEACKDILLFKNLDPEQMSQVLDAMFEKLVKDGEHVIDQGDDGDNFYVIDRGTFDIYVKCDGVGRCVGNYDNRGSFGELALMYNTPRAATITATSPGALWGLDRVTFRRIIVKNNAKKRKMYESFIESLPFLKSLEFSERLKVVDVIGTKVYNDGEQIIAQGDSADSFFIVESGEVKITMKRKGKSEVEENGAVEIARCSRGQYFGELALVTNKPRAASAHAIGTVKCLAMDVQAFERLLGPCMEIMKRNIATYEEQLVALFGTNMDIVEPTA
PKA-R1A act: activates the PKA-R1A holoenzyme complex. P00514+P68181. PKA-R1A dissociation, Cy5-IP20 fluorescence polarization; scaled: DMSO 0%, 113 µM cGMP 100%. activation, % at 11.4 µM. 0.083% of 340,000 active. AID 504707;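 active = percent activation above the mean of all tested compounds plus 3 SD, cut at about 19% in these data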;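 also: higher means more PKAc released from R1A so a rise in polarization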
PfHsp90 set2: reduces growth (ATP signal) of yeast expressing P. falciparum Hsp90. 0.32% of 310,000 active. S. cerevisiae expressing PfHsp90, BacTiter-Glo ATP, 48 h; yeast lacking PDR1 and PDR3 efflux regulators. inhibition, % at 9.4 µM;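 active = every replicate shows inhibition above about 80%, whatever the replicate mean, limit read from the data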;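 also: 0% = DMSO neutral controls and 100% = 20 µM radicicol positive controls; yeast relying on Plasmodium falciparum Hsp90 in place of its own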
phage Ecoli inh: E. coli growth loss with phage present; 0.26% of 360,000 active; inhibition, % at 11.9 µM; growth absorbance; in the data active = inhibition above about 11%
E coli growth: bacterial growth inhibition, counter-screen for AddAB inhibitors. 0.27% of 330,000 active. AID 449728. E. coli V3065 growth, OD600 absorbance, 18 h. inhibition, % at 11.9 µM;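 active = inhibition above the campaign's mean inhibition across all tested compounds plus 3 SD, cut at about 9.9% in these data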;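 also: uninfected addAB+ strain grown without phage in ampicillin broth; 0% = DMSO wells and 100% = ciprofloxacin 0.95 µg/ml wells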
Tat transport: E. coli Tat transport inhibition. E. coli MC4100 TorA-mCherry Tat export, fluorescence. inhibition, % at 10 µM. 0.036% of 340,000 active;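 active = mean replicate inhibition at least 50% and at least half of replicates individually reaching 50%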;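 also: exported cargo escapes ClpAP degradation while cytoplasmic cargo is degraded and loses fluorescence; 0% = median of neutral control wells and 100% = median of NaSCN control wells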
MOR-DOR inv ag: inverse agonists of human mu-delta opioid receptor heterodimerization; P35372+P41143; cell-based MOR-DOR heterodimer luminescence, inverse agonism; inhibition, % at 9.3 µM; 0.21% of 340,000 active; AID 504357; in the data active = inhibition above about 22%, passing the limit was not always enough;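 also: 0% = cells with DMSO and 100% = wells without cells with DMSO; values of inactives mirror those of a sister screen read the other way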
AddAB inh: less growth of phage-infected E. coli with AddAB; E. coli expressing H. pylori AddAB, absorbance growth; inhibition, % at 11.9 µM; 0.29% of 330,000 active; AID 435030; in the data active = inhibition above about 12%;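 also: 0% = vehicle wells of infected cells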
The depositor's hits bear a star; x = not tested or not shown.

Compound	PfHsp90 set2	PKA-R1A act	AddAB inh	phage Ecoli inh	PKA-R2B act	Tat transport	Mot1-301 SUMO	E coli growth	HTR5A inv ctr	MOR-DOR inv ag	OPRM1-OPRD1 ag
COCCCN(C(=O)CSCC(=O)Nc1ccc(C)cc1)c1c(N)n(Cc2ccccc2)c(=O)[nH]c1=O	-14	0	x	-0.7	-3	-7	x	x	7	12	-3.0
O=C1C(c2ccccc2)C2C=CC(C2)N1O (centres undefined)	-21	-9	x	3.0	-1	1	x	x	12	14	-2.7
CCn1nc(C(=O)Nc2cccc3ccccc23)c(Cl)c1Cl	8	4	1.0	-1.9	-6	-5	5	1.3	-5	2	-0.4
Cc1c(Cl)cccc1-n1cnc(=O)c2ccccc21	10	0	-0.3	-1.8	4	6	-5	1.0	-12	3	-0.6
O=C(CN1C(=O)NC2(CCCC2)C1=O)Nc1cc(S(=O)(=O)N2CCOCC2)ccc1OCC(F)(F)F	-14	-7	1.5	0.9	-13	2	-10	3.1	-8	9	-1.6
CCC(C)c1ccc(NC(=O)COC(=O)C2=COCCO2)cc1 (centres undefined)	8	2	1.3	1.4	-2	-1	-9	0.3	-3	7	-1.2
Cc1ccc(N2CC(NC(=O)C(=O)c3c[nH]c4ccccc34)CC2=O)cc1C (centres undefined)	17	-2	-1.4	1.2	4	-2	0	-2.1	-29	-11	1.6
COc1ccc(N2CCN(C(=O)COC(=O)c3ccccc3OCc3ccc(F)cc3)CC2)cc1	x	-5	-0.4	4.0	-1	8	168	-0.8	14	6	-1.1
COc1ccc(Cl)cc1N1C(=N)SCC1=O	-11	-7	3.9	2.0	-8	-1	13	0.0	2	6	-1.3
CC(C)(C)NC(=O)CSc1nnc(SCC(=O)NC(C)(C)C)s1	16	1	4.5	0.7	-2	1	126	-1.8	-52	11	-2.2
Cc1ccc(-c2nnc(OCc3cccnc3)c3ccccc23)cc1	x	-6	5.2	0.8	4	1	14	-0.8	0	10	-2.1
COc1ccc(CNC(=O)Nc2ccc(C)c(C)c2)cc1	2	-4	-0.7	4.4	-9	-2	-2	-0.3	-2	6	-1.0
O=C(CCS(=O)(=O)c1ccc(Br)s1)Nc1ccccc1Br	14	-5	0.4	-1.1	-4	6	-11	-0.3	-9	3	-0.6
COc1ccc(CN(C)CCCn2cnc3c(OCc4ccccc4)ncnc32)cc1	-7	8	x	1.2	2	2	x	x	-13	1	-0.3
Oc1cccc(Nc2nc(N3CCOCC3)nc(N3CCOCC3)n2)c1	8	-1	x	1.4	-10	-1	-6	x	10	3	-0.6
NC(=O)c1cc(Sc2ccccc2)nc2ccccc12	-12	-5	x	3.7	-1	0	x	x	-2	4	-0.9
Nc1nc2n(n1)C(c1cccs1)CC(c1ccc(Br)cc1)N2 (centres undefined)	-11	0	0.0	4.3	-8	1	-7	-3.4	2	7	-1.4
O=C(CSc1nc2nc(-c3cccs3)cc(C(F)(F)F)c2c(=O)[nH]1)Nc1ccc(F)c(F)c1	3	2	2.0	6.6	2	-6	-9	-1.2	1	-18	2.8
CCc1nc(N2CCN(C(=O)c3ccco3)CC2)c(C#N)c2c1COC(C)(C)C2	-16	4	3.6	2.2	-12	5	28	4.3	10	9	-1.8
CN(C)CCNC(=O)c1onc(CSc2nc3ccccc3[nH]2)c1C(=O)NCCN(C)C	-11	-2	1.9	2.3	-3	4	-16	-2.6	-5	10	-1.7
CC1CCCCN1C(=O)CSc1nnc(-c2cccs2)o1 (centres undefined)	2	9	0.2	2.5	-8	7	-12	-0.1	5	-25	3.0
CCOC(=O)C1=C(C)NC2=C(C(=O)CCC2)C1c1ccc(N(C)C)cc1 (centres undefined)	-1	5	1.8	-0.7	-8	-1	7	-1.8	7	-13	2.1
CC(C)(C)c1ccc(OCC(=O)N2CCN(C=O)CC2)cc1	1	2	0.6	1.8	-2	-14	0	-1.2	-1	10	-2.3
COc1ccccc1N1CCN(S(=O)(=O)c2cccc(F)c2)CC1	1	7	2.8	2.2	0	-1	-24	1.3	-8	-21	4.6
O=C1CC(Sc2ccc(Cl)cc2)C(=O)N1c1ccc2c(c1)OCCO2 (centres undefined)	-13	-2	0.8	0.6	-8	-2	6	1.9	-10	10	-1.9

Part of the list above, with two lines to a compound.
The line under a structure holds: PfHsp90 set2	PKA-R1A act	AddAB inh	phage Ecoli inh	PKA-R2B act	Tat transport	Mot1-301 SUMO	E coli growth	HTR5A inv ctr	MOR-DOR inv ag	OPRM1-OPRD1 ag
- CC(C)(C)c1ccc(OCC(=O)N2CCN(C=O)CC2)cc1
  1	2	0.6	1.8	-2	-14	0	-1.2	-1	10	-2.3
- COc1ccccc1N1CCN(S(=O)(=O)c2cccc(F)c2)CC1
  1	7	2.8	2.2	0	-1	-24	1.3	-8	-21	4.6

Next results follow.
Compound	PfHsp90 set2	PKA-R1A act	AddAB inh	phage Ecoli inh	PKA-R2B act	Tat transport	Mot1-301 SUMO	E coli growth	HTR5A inv ctr	MOR-DOR inv ag	OPRM1-OPRD1 ag
Cc1cccc(NC(=O)c2ccccc2C(=O)O)c1	-5	3	2.9	2.3	-5	11	16	0.0	-16	5	-0.8
CN(C)Cc1ccc(CNC(=O)COc2ccc3ccccc3c2)cc1	-20	-18	3.9	2.1	-2	-3	-19	-0.6	-11	9	-1.1
COc1cc(/C=C/C(=O)O)cc(S(=O)(=O)N(C)CCO)c1OC	x	-3	4.6	0.1	-2	-9	-6	-2.1	29	8	-1.7
Cn1c2ccccc2c(=O)c2cc(C#Cc3cccc(N)c3)ccc21	-4	-4	1.9	x	-4	-8	-9	2.4	-38	-9	1.5
Cc1cc(/C=N\O)c(C)n1-c1ccncc1	19	-6	-1.7	3.3	7	-1	-6	-0.3	-24	19	-3.6
CSc1ccccc1NC(=O)CN(C)S(=O)(=O)c1ccc(F)cc1	x	-3	-0.2	-0.4	-6	3	-9	2.6	3	1	-0.1
Fc1ccc(OCCCCCCN2CCCC2)cc1	23	-13	1.2	-0.6	-4	1	33	-1.7	-22	5	-0.8
O=C(O)c1cccc2c1C(=O)c1ccc(N3CCCCC3)cc1S2(=O)=O	9	-5	0.9	2.9	-1	1	-20	-0.5	-1	19	-3.4
CCCN(C#N)c1nc(NCC)nc(NC(C)C)n1	-1	-2	2.3	0.9	-4	-8	65	-3.6	3	18	-3.9
CCN(CC(=O)Nc1ccc(OC)cc1)C(=O)c1ccc(=O)n(Cc2ccccc2)n1	-8	3	0.9	1.2	-6	-5	-10	1.8	8	15	-4.1
CC(=O)Nc1ccc(S(=O)(=O)NC(C)C(=O)NCC(c2ccco2)N(C)C)cc1 (centres undefined)	-6	1	x	3.0	7	0	x	x	-9	2	-0.5
Cc1cc(C(=O)OC(C(=O)Nc2ccc(C)c(Cl)c2)c2ccccc2)c(C)o1 (centres undefined)	-2	-4	3.7	4.5	-15	-10	-17	0.3	8	-1	0.2
CCOC(=O)CNC(=O)CSc1nc(C)cc(C)c1C#N	4	1	1.3	0.2	-7	-2	-1	-1.6	-9	13	-2.3
O=S(=O)(c1cccc(-c2n[nH]c(=S)n2Cc2ccccc2)c1)N1CCOCC1	0	-10	-0.9	2.0	9	3	15	-0.3	-9	-5	0.9
CN(C)C(=O)c1ccc(COc2ccccc2Br)o1	14	-7	0.4	3.1	-1	0	72	2.7	6	9	-1.7
CCC(C)n1c(=N)c(C#N)cc2c(=O)n3cccc(C)c3nc21 (centres undefined)	12	-4	-1.4	0.0	1	-5	5	-1.6	10	7	-1.5
O=C(c1ccccc1)N1CCCCC(Sc2nnnn2-c2ccccc2)C1=O (centres undefined)	13	-5	-0.9	0.1	3	-1	8	-2.4	-2	7	-1.2
O=c1cc(-c2ccccc2)nc2nc(-c3ccco3)[nH]n12	3	-3	2.6	0.6	3	-5	-4	-0.1	17	4	-0.9
OCCN(CCO)c1ccc2ccccc2c1	-6	-7	0.1	1.3	-1	-16	-1	-0.5	-3	5	-1.0
CC1=C(C)CC(C(=O)N2CCN(Cc3ccc4c(c3)OCO4)CC2)C(C(=O)O)C1 (centres undefined)	-15	2	0.8	4.0	-3	-4	-4	-0.8	7	21	-4.1
Cc1cc(NC(=O)CCC(=O)N(C2CC2)C2(C(=O)NC3CCCC3)CCC(C)CC2)no1 (centres undefined)	11	-7	-2.4	1.3	-7	8	5	-3.8	19	0	0.1
NC(=O)C1CCN(C(=O)NC2CC(=O)N(c3ccc4c(c3)OCCO4)C2)CC1 (centres undefined)	21	-4	-1.5	2.3	8	2	-5	1.0	0	10	-1.5
CCOC(=O)N1CCN(C(=O)c2ccc3c(=O)n(CCC4=CCCCC4)c(=O)[nH]c3c2)CC1	x	0	3.5	2.3	5	15	x	-1.1	18	9	-1.6
Cc1ccccc1NS(=O)(=O)c1c(C(=O)N2CCCCCC2)c(C)n(C)c1C	11	4	1.5	2.2	2	0	-20	-2.5	2	9	-1.8
Cc1ccc(CS(=O)(=O)CCC(=O)NCC2CCCO2)cc1 (centres undefined)	-36	17	3.7	3.1	5	-4	183	-1.5	-1	5	-0.8

(continued)
Compound	PfHsp90 set2	PKA-R1A act	AddAB inh	phage Ecoli inh	PKA-R2B act	Tat transport	Mot1-301 SUMO	E coli growth	HTR5A inv ctr	MOR-DOR inv ag	OPRM1-OPRD1 ag
Cc1c(C(=O)N(C)CCOc2ccccc2)oc2c(Cl)cccc12	19	-6	0.9	3.4	-10	18	-18	-1.6	-10	-8	2.1
CCOCc1nnc(NC(=O)CSc2ccccc2)s1	-45	-2	0.9	1.6	-7	15	-6	0.9	5	7	-1.4
COc1ccc([C@@H]2[C@@H]3C(=O)N(C(C)(C)C)C(=O)[C@@H]3[C@]3(C)C(=O)N(c4cccc(Br)c4)C(=O)N23)cc1	-10	-8	4.7	x	-21	-11	-6	1.5	-6	13	-2.8
COc1ccc2nc(Cl)c(C3CC(c4ccco4)=NN3C(=O)CCC(=O)O)cc2c1 (centres undefined)	22	-3	3.4	2.0	-2	-5	-10	-1.2	-7	5	-0.9
O=C(N/N=C/C=C\c1ccccc1[N+](=O)[O-])c1cccnc1	15	-12	0.1	3.0	2	-1	5	-2.8	-5	9	-1.8
COc1ccc(NC(=O)c2oc3ccccc3c2NC(=O)c2ccc3c(c2)OCO3)cc1	-30	-8	0.1	0.8	-2	3	9	0.7	-19	20	-3.6
CCN(Cc1ccccc1)C(=O)c1cc(-c2ccc(OC)c(OC)c2)nc2ccccc12	3	10	0.9	-2.3	6	7	2	-1.9	13	-10	1.9
CCN(CC)C(=O)[C@H]1C[C@H](CC(=O)NC/C=C(\C)CCC=C(C)C)C(=O)N2CCc3c([nH]c4ccc(Cl)cc34)[C@]12C	-23	-1	-2.2	0.6	1	-5	x	-3.6	-12	10	-2.0
N/C(=N\OC(=O)N1CCOCC1)c1ccc(Br)cc1	-4	9	4.2	4.7	0	2	x	2.2	5	-1	0.2
O=C(CNC(=O)C(c1ccccc1)c1ccccc1)N/N=C\c1ccc(C(=O)O)cc1	-1	10	0.0	0.6	-11	-7	14	0.8	-6	12	-2.4
COc1ccc(N2CC(C(=O)Nc3nnc(SCC(=O)NCc4ccco4)s3)CC2=O)cc1 (centres undefined)	-9	-9	2.2	2.0	-11	0	-7	-1.3	4	8	-1.4
